Screening results: PubChem, IUPUI and University of Michigan
ST2 IL33 inh: blocks human ST2 binding to IL-33; Q01638; 78,000 tested, 2.3% active; inhibition, % for hits at 17 µM; AlphaLISA ST2-Fc/biotin-IL-33 interaction, 1 h; in the data active = inhibition above about 30%; inconclusive = mostly about 10% to 28%
Target sequence (Q01638 whole entry, looked up): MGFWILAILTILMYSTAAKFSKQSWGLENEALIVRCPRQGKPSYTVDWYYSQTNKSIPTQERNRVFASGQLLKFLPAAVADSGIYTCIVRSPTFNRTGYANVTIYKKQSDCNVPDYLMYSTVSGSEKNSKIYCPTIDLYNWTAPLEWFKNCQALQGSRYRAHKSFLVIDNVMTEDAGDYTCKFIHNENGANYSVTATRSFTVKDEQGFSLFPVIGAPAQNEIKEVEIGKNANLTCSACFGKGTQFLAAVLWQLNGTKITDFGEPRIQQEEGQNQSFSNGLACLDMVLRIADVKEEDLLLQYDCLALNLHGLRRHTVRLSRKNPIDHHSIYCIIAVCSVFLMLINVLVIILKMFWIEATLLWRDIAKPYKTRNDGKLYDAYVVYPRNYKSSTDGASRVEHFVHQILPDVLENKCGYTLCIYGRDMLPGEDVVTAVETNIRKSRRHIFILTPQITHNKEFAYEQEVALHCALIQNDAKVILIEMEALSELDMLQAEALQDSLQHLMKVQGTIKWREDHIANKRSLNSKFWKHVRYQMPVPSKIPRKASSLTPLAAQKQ
* = called active by the depositor; i = inactive; ? = inconclusive. A portion of the library; the hit share may differ from the screen's.

smiles	ST2 IL33 inh
Cc1ccc(-n2nc3c(c2NC(=O)c2ccccc2Br)CSC3)cc1	i
CC(C)c1ccc(C2C(C(=O)c3cccs3)=C(O)C(=O)N2c2nncs2)cc1 (stereo not given)	i
Cc1ccc(N2C(=O)NC3CC2(C)Oc2ccc(Br)cc23)cc1 (stereo not given)	i
COc1ccc(C2=NN(C(C)=O)C(c3ccc(F)cc3)C2)cc1OC (stereo not given)	i
O=C(Nc1ncc(CN2CCOCC2)s1)c1ccc(Cl)cc1Cl	i
Cc1ccc(S(=O)(=O)N2CCN(c3cc(-c4ccccc4C)ncn3)CC2)cc1C	i
COc1ccc(NC(=O)CN(c2ccccc2F)S(C)(=O)=O)cc1OC	i
CS(=O)(=O)N1CCN(c2ccc([N+](=O)[O-])c(NCCc3ccccc3)c2)CC1	?
CCOc1ccc2nc(NC(=O)Cc3ccc(OC)cc3)sc2c1	?
CCn1nc(C(=O)N2CCCCCC2)c2c1CCC(N1CCOc3ccc(Cl)cc3C1)C2 (stereo not given)	?
Nc1nc(NCc2ccco2)nn1-c1ccccc1	i
NCCCCCC(=O)O	i

Sorted by SMILES length (ascending): some entries from above
smiles	ST2 IL33 inh
NCCCCCC(=O)O	i
Nc1nc(NCc2ccco2)nn1-c1ccccc1	i
CCOc1ccc2nc(NC(=O)Cc3ccc(OC)cc3)sc2c1	?
Cc1ccc(-n2nc3c(c2NC(=O)c2ccccc2Br)CSC3)cc1	i
COc1ccc(C2=NN(C(C)=O)C(c3ccc(F)cc3)C2)cc1OC (stereo not given)	i
CS(=O)(=O)N1CCN(c2ccc([N+](=O)[O-])c(NCCc3ccccc3)c2)CC1	?

More results follow.
smiles	ST2 IL33 inh
CCOC(=O)C1=C(C)NC2=C(C(=O)C(C(=O)OC)C(C)C2)C1c1ccc(OCC)c(OC)c1 (stereo not given)	i
COc1ccc(C2C(C(=O)Nc3cccc(OC)c3)c3cc(OC)c(OC)cc3C(=O)N2C)cc1 (stereo not given)	i
COc1cc(/C=C2/SC(=O)NC2=O)ccc1O	i
Cc1ccc(Cn2ccc(NC(=O)c3cc(C)on3)n2)cc1	i
Cc1cc(O)c(C(c2ccc(O)cc2)c2c(O)cc(C)oc2=O)c(=O)o1	i
COc1ccc(C2CC(=O)C=C(NCc3ccc4c(c3)OCO4)C2)cc1 (stereo not given)	i
CC1CCCN(CCCNC(=O)CN2C(=O)/C(=C/c3ccccc3F)Sc3ccccc32)C1 (stereo not given)	?
Fc1ccc(NC(=S)N[C@H]2CO[C@H]3[C@@H]2OC[C@@H]3n2nnnc2Oc2ccc3c(c2)OCO3)cc1	i
O=C(CN1CCN(Cc2ccccc2F)S1(=O)=O)Nc1ccccc1Cl	i
CSc1ccc(C2C(C#N)=C(N)OC3=C2C(=O)CC(c2ccccc2)C3)cc1 (stereo not given)	i
C1=CCC(c2cn(Cc3nccn3Cc3ccccc3)nn2)CC1 (stereo not given)	?
CCN(CC)C(=O)C1=C(C)Nc2nc3ccccc3n2C1c1ccccc1F (stereo not given)	i
O=C(Cn1c(=O)[nH]c2ccsc2c1=O)NC1CCCCCC1	i
COC(=O)CSC1=C(C#N)C(c2cccc(Cl)c2Cl)CC(=O)N1 (stereo not given)	i
CCN(C(=O)Cc1c(C(=O)O)[nH]c2ccccc12)c1cccc(Cl)c1	i
CCCN=Cc1c(CCC)[nH]n(-c2nc3ccccc3s2)c1=O	?
CCNC(=O)C1CCN(C(=O)CSCc2ccccc2Cl)C1 (stereo not given)	i
COc1cccc(C2C3=C(CC(C)(C)CC3=O)Nc3nc(SC)[nH]c(=O)c32)c1 (stereo not given)	i
CC(=O)N=c1sccn1CC(=O)c1ccc([N+](=O)[O-])cc1	i
COc1cccc(NC(=O)NC[C@@H]2C=C(C)[C@H](CC(=O)Nc3ccccn3)C[C@H]2C(C)C)c1	i
CCSc1nc2c(c(=O)[nH]1)C(c1ccccn1)C1=C(CC(C)(C)CC1=O)N2 (stereo not given)	i
c1ccc(-c2nc3c4c5c(sc4ncn3n2)CCCCC5)cc1	i
CC(=O)n1c2ccccc2c2[nH]c3c(c21)CCCC3	?
O=S(=O)(c1ccccc1)N1N=C(c2ccccc2)CC1c1ccccc1Cl (stereo not given)	?
Cn1nc([N+](=O)[O-])nc1Sc1ccc(C(C)(C)C)cc1	i
O=C1c2ccccc2NC(/C=C/c2ccccc2)N1c1ccccc1 (stereo not given)	i
CCCN(C(=O)c1ccc(-n2ccnc2)cc1)C1CCCC1	?
COc1ccc(Br)cc1C(=O)Nc1cccc(NC(=O)c2ccco2)c1	i
Cc1ccc(N2C(=O)CC(Sc3nc(C)cc(C)c3C#N)C2=O)cc1 (stereo not given)	?
O=C1C2C3C=CC(C3)C2C(=O)N1c1ccc(F)cc1Cl (stereo not given)	i
O=C(O)[C@@H]1C[C@H](C(=O)O)N1	i
CCCC1COCCN1Cc1cc(F)c(O)c(OC)c1 (stereo not given)	?
O=C(Nc1cnn(Cc2ccc(F)cc2)c1)c1cc(-c2cccc(Cl)c2)on1	i
O=C(Nc1ccccc1-c1nc2ccccc2[nH]1)c1cc(=O)c2ccccc2o1	?
O=c1c2c(nc(SCc3ccccc3)n1-c1ccc(Br)cc1)CCS2	i
CC(=O)Nc1ccccc1C(=O)N1CCN(c2cccc(C)c2C)CC1	?
COc1ccc(OC)c(NC(=O)CN2C(=O)C3(OCCCO3)c3ccccc32)c1	i
NC(=O)Cn1c(=O)n(-c2ccc(CC(=O)NCc3ccco3)cc2)c(=O)c2sccc21	i
O=C(NC1CCCC1)c1ccc2c(c1)ncn2C1CCCC1	i
CC(O)c1cccc(-c2cc(NCc3cccnc3)nc3[nH]ccc23)c1 (stereo not given)	?
Cc1cnc(NCCCC2CCOC2)nc1N(C)C (stereo not given)	?
COc1cc(/C=C2/C(=O)N(c3ccc(Cl)c(Cl)c3)N=C2C)ccc1OCC(=O)O	?
CC(C)CN1CC(C(=O)N2CCc3nc[nH]c3C2)CC1=O (stereo not given)	i
COc1ccc(C(=O)Nc2ccccc2F)cc1Br	i
Cc1nn2c(=O)/c(=C/c3ccc(OCc4ccccc4)cc3)sc2nc1=O	i
CCCCOc1ccccc1C1C(C(=O)OCC)=C(C)NC2=C1C(=O)C(C(=O)OC)C(C)C2 (stereo not given)	i
O=C(c1ccc(O)c([C@@H]2O[C@H](CO)[C@@H](O)[C@H](O)[C@H]2O)c1O)C(O)Cc1ccc(O)cc1 (stereo not given in full)	i
CN(Cc1cccc(C(=O)Nc2cn(C)nn2)c1)CC1Cc2ccccc2O1 (stereo not given)	?
Cc1nc(C)c(CC(=O)NC2CC(=O)N(Cc3cccc(F)c3)C2)c(=O)[nH]1 (stereo not given)	i
O=C(NCCC(=O)N1CCC[C@H]1CN1CCCC1)c1ccccc1F	i
CC(CC1=CCCN(C)C1)NC(=O)c1ccc2c(c1)OC(F)(F)O2 (stereo not given)	i
Cc1ccccc1OCC(=O)Nc1cccc(OCc2cc(=O)n3cc(Cl)ccc3n2)c1	?
c1ccc2c(c1)nc(N1CCCC1)n2CCN1CCCCC1	i
COc1cc2c(c(OC)c1OC)-c1ccc(OC)c(=O)cc1[C@@H](NC(C)=O)CC2	i
O=C(CC(c1ccccc1)c1ccccc1)NCc1cccs1	i
Cc1cc(=O)oc(C)c1C(=O)NC1CCCC1	i
CC1=C(C(=O)Nc2ccccn2)C(c2ccc(Cl)c([N+](=O)[O-])c2)C2=C(CCCC2=O)N1 (stereo not given)	i
Cc1ccc(S(=O)(=O)N=C(CN2CCCCC2)N2CCCC2)cc1	i
CC(C)c1cc(C(=O)N2CCCn3nc(C(=O)NC4CC4)cc3C2)on1	?
O=S(=O)(NCc1ccc(Br)cc1)c1ccc(F)cc1	?

Next part:
smiles	ST2 IL33 inh
O=C(NCCC1=CCCCC1)C1CCCN1S(=O)(=O)c1cccc2nsnc12 (stereo not given)	i
O=C(NCCNc1ccccc1[N+](=O)[O-])c1cc(F)c(F)cc1Cl	i
FC(F)Oc1cccc(CN2CC(c3ccccn3)C2)c1	i
COc1cccnc1-c1ccc(O)cc1	i
COc1ccccc1/C=C/C1=NC(=C\C=C/c2ccccc2)/C(=O)O1	?
Cc1c(Cl)c(C(F)(F)F)nn1CC(=O)N1CCN(C(=O)c2ccccc2)CC1	i
C[C@H]1[C@@H]2[C@@H](O)C([C@H](C)C(=O)NCCN3CCOCC3)CC[C@@]2(C)CC[C@@H]1NC(=O)C1CCCCC1 (stereo not given in full)	32.0%*
COc1ccc(CCn2nc(C(=O)N(C)C)c3c2CCN(Cc2ccc(C)o2)C3)cc1	i
CCN(CC)CCCNCc1ccc(OC)c(OC)c1	i
CN1CCc2c(sc3c2C(=O)NC(c2ccccc2Cl)N3)C1 (stereo not given)	i
CC1CCCN(S(=O)(=O)c2cccc3cccnc23)C1 (stereo not given)	?
Cc1ccc(N2C(=O)C(N3C(=O)c4ccccc4C3=O)C2c2ccc(Br)s2)cc1 (stereo not given)	i
CC(C)Cc1cc(-c2nccn2CCc2cccnc2)n[nH]1	i
CC(C)CSc1oc(-c2cccs2)nc1S(=O)(=O)c1ccccc1	i
COc1ccc(N2CCCS2(=O)=O)cc1NC(=O)COc1ccccc1F	i
CCCOc1ccc(C2C(C(=O)OCC)=C(C)NC3=C2C(=O)C(C(=O)OC)C(C)C3)cc1OC (stereo not given)	i
CCOC(=O)C1(Cc2ccc(Cl)cc2)CCN(C(=O)c2cn3c(C)cccc3n2)CC1	i
Cc1c(C(=O)O)sc2ncnc(N3CCOCC3)c12	i
COc1ccc2nc3sc(C(=O)Nc4cc(Cl)ccc4OC)cc3cc2c1	?
O=C1N(Cc2cccnc2)C(=O)C2(CCN(Cc3ccccc3Cl)CC2)N1CCc1ccccc1	i
O=C(NCc1ccco1)c1sc2ccccc2c1Cl	?
O=C(CCS(=O)(=O)c1cccs1)Nc1ccc(C(=O)NC2CCCc3ccccc32)cc1 (stereo not given)	i
COc1ccc(C2C(C#N)=C(N)SC(N)=C2C#N)c(OC)c1	i
O=C(CCS(=O)(=O)Cc1ccccc1F)NC1CC1	i
Cn1ccnc1CN(CC(O)CO)C1CC1 (stereo not given)	i
CCOc1ccc2c(=O)c(Oc3ccccc3)c(C(F)(F)F)oc2c1	?
COc1ccccc1NCC(=O)c1ccc(C)c(C)c1	?
O=C(Nc1ccc(I)cc1)c1ccc([N+](=O)[O-])cc1	i
Cn1ccnc1CN1CCOC(CCc2ccccc2)C1 (stereo not given)	i
c1ccc(C2CCCN(Cc3nc(-c4cccs4)no3)CC2)cc1 (stereo not given)	?
COc1ccc(Cl)cc1/C=C1/NC(=O)NC1=O	i
O=C(NCC1CCCO1)c1cc(=O)[nH]c2ccc(S(=O)(=O)N3CCCCCC3)cc12 (stereo not given)	i
CCOC(=O)CSC1=C(C#N)C(c2sccc2C)CC(=O)N1 (stereo not given)	i
O=C(Nc1cccc2c1CCCC2)c1ccc(Br)o1	i
CCCc1nnc2sc(Cc3ccc(S(C)(=O)=O)cc3)nn12	i
CCOC(=O)c1cccnc1N1Cc2cnc(CC(C)C)nc2C1	i
CSc1ccccc1C(=O)N1CCC(C(Cc2ccccc2)N(C)C(=O)c2ccoc2C)CC1 (stereo not given)	i
CC(=O)N1N=C(c2ccccc2)OC12CCCCC2	i
Cc1cc(CNC(=O)CN2C(=O)CNC2=O)c2[nH]c(-c3ccccc3)c(C)c2c1	?
O=C(NC1CC(=O)N(c2cccc(F)c2)C1)c1ccco1 (stereo not given)	i
Cc1cc(C(=O)Nc2c(C)nn(Cc3ccccc3C)c2C)no1	i
Cc1ccnc2c(NC(=O)CCN3C(=O)C4CC=C(Cl)CC4C3=O)cccc12 (stereo not given)	i
CC(C)C(NS(=O)(=O)c1cccs1)C(=O)Nc1ccc(F)cc1 (stereo not given)	i
Cc1ccc(C(=O)c2coc3ccc(O)c(CN(C)C)c23)cc1	i
COc1ccc(-n2ncc3c(NCc4cccc(Cl)c4)ncnc32)cc1	i
Cc1ncccc1OC1(C(=O)N2C[C@H]3CC=CC[C@H]3C2)CCNCC1	i
CCOc1ccc(C(=O)Nc2cccc(OCc3cc(=O)n4ccc(C)cc4n3)c2)cc1	i
COc1ccc2ccc(=O)oc2c1CC(O)C(C)(C)OC (stereo not given)	i

Another view of 4 compounds above:
Fc1ccc(NC(=S)N[C@H]2CO[C@H]3[C@@H]2OC[C@@H]3n2nnnc2Oc2ccc3c(c2)OCO3)cc1
  ST2 IL33 inh: i
O=C(CN1CCN(Cc2ccccc2F)S1(=O)=O)Nc1ccccc1Cl
  ST2 IL33 inh: i
CSc1ccc(C2C(C#N)=C(N)OC3=C2C(=O)CC(c2ccccc2)C3)cc1 (stereo not given)
  ST2 IL33 inh: i
C1=CCC(c2cn(Cc3nccn3Cc3ccccc3)nn2)CC1 (stereo not given)
  ST2 IL33 inh: ?

Other records follow.
smiles	ST2 IL33 inh
COc1ccccc1NC(=O)/C(=C\c1cccc([N+](=O)[O-])c1)NC(=O)c1cccs1	i
CC(=O)N1CCc2c(sc(NC(=O)C3CC3)c2-c2nc3ccccc3s2)C1	i
CC(C)c1cc(C(=O)N(C)CCC2CCCCO2)n(C)n1 (stereo not given)	i
Cc1cccc(OCC(=O)NCc2ccncc2)c1C	?
CCc1ccc2oc(=O)cc(CN3CCCC(N4CCCC4=O)C3)c2c1 (stereo not given)	?
CN(C(=O)C1CCC(CNS(=O)(=O)c2cccc3nsnc23)CC1)C1CCCCC1 (stereo not given)	i
Cc1cccc(C)c1NC(=O)CN(C)S(=O)(=O)c1ccc(Cl)cc1	i
Cc1ccc(C2Nc3ccccc3NC3=C2C(=O)CC(c2ccccc2)C3)o1 (stereo not given)	i
